M1AAP inhibition: P. falciparum M1AAP inhibitors, biochemical, fluorogenic H-Leu-NHMec substrate, 1536-well (AID 1445); recombinant M1AAP, H-Leu-NHMec fluorogenic kinetic assay; higher % means a stronger effect; inhibition, % at 30 µM, or IC50 in µM where a hit was titrated; actives 0.42% (n = 220,000);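 active = primary inhibition above the hit cutoff, then over 50% inhibition at one or more dose response concentrations, cut at about 23% in these data, passing the limit was not always enough; inconclusive = conflicting primary data, or primary hits not chosen for dose response; inactive = low primary inhibition, or under 50% at every dose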;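 also: plate controls were DMSO full reaction for no effect and no enzyme background for full effect; strong numbers were not always called active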
K1F lysis inhibition: inhibition of K1F phage lysis, E. coli UTI89, bacterial capsule biogenesis inhibitors, alamar blue (AID 488966); E. coli UTI89 K1F phage lysis, alamar blue, 2 h; higher % means a stronger effect; actives 0.02% (n = 340,000); inhibition, % at 100 µM; hits with a dose series show IC50 in µM;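 active = phage lysis inhibition, versus mean bacterial control, above a set limit; inconclusive = no clear call, values can overlap the other calls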;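 also: capsule biogenesis inhibitors block K1F phage lysis so surviving cells raise fluorescence; higher fluorescence means more inhibition of phage lysis; actives were called in the ten point dose series up to 300 µM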
PMI inhibitors: inhibitors of human PMI, primary screen, biochemical, fluorescence intensity, coupled assay (AID 1209) | Mannose-6-phosphate isomerase (Homo sapiens) | purified PMI enzyme, coupled fluorescence intensity; higher % means a stronger effect | one-dose inhibition, % at 20 µM; IC50 in µM for titrated hits | actives 0.42% (n = 190,000);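 also: plate controls were DMSO vehicle for no effect and wells lacking substrate for full effect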
ER stress rescue: rescue of cells from ER stress-induced death, primary screen, 384-well, CSM14.1, thapsigargin, ATP luminescence (AID 1222) | 190,000 tested, under 10 active | cellular ATP content (survival), % at 20 µM; hits with a dose series show EC50 in µM | CSM14.1 thapsigargin-induced death rescue, ATP luminescence; higher % means a stronger effect;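 active = EC50 below 50 µM in the dose-response confirmation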;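 also: death triggered by thapsigargin at about 15 µM added after 2 h compound pretreatment; cell ATP read after overnight thapsigargin exposure of roughly 18 to 22 hours; normalized against plate controls of thapsigargin alone and 5% DMSO vehicle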
TNAP activation fold: human TNAP enzyme activators, primary screen, biochemical, luminescent, no phosphate acceptor, uHTS (AID 1001); Alkaline phosphatase, tissue-nonspecific isozyme (Homo sapiens); purified TNAP, luminescent activation assay, no phosphate acceptor; higher activation fold means a stronger effect; activation fold at 20 µM, or EC50 in µM where a hit was titrated; actives 0.03% (n = 200,000); in the data active = activation fold from about 3, or a potency from the dose series; inactive = the rest, 99 in 100 with activation fold below about 1.6; also: many of its hits are not listed in these tables
Myeloid diff MLP: induction of myeloid progenitor differentiation, primary screen, cell-based, flow cytometry, MLPCN library | ER-HoxA9 myeloid progenitors, lysozyme-GFP differentiation | calls only at 10 µM | actives 1% (n = 360,000) | AID 624256, 2012;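 active = normalized GFP-positive differentiation at or above the plate's own cutoff, the solvent-only control mean plus 3 SD; inconclusive = no clear call, values can overlap the other calls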;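 also: cells exposed to compound for four days before flow analysis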
Lipid droplet: inhibitors of hepatocyte lipid droplet formation, primary screen, imaging, high-throughput imaging, BODIPY stain; inhibition, % at 6.5 µM; AML12 mouse hepatocytes, oleate lipid droplets; actives 0.4% (n = 240,000);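 active = lipid droplet intensity inhibited by at least 50%, with more than 500 cells counted; inconclusive = wells with under 300 cells, treated as cytotoxic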
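Material – AML12 mouse liver cells · Also added – oleate loading, 100 µM · Compound dosing – 6.5 µM single-point dosing · Times – overnight treatment with compound plus oleate · Measured by – fluorescence imaging, 20x objective, two fields per well · Read-out – percent inhibition of filter-corrected integrated lipid droplet intensity per well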
human PMI inhibitors: human PMI inhibitors, high substrate, primary screen, biochemical, fluorescence intensity, high mannose 6-phosphate (AID 1220) | recombinant PMI enzyme, coupled fluorescence intensity; higher % means a stronger effect | Mannose-6-phosphate isomerase (Homo sapiens) | actives 0.66% (n = 190,000) | inhibition, % at 20 µM, or IC50 in µM where a hit was titrated
WT yeast gro inh: growth inhibition of WT strain, primary screen, mitochondrial fusion inhibitor project, WT and mutant strains, chemical genetic; mitochondrial fusion phenotypic screen; inhibition, % at 10 µM; actives 2.1% (n = 190,000); AID 1362, 2008; in the data active = inhibition above about 58%; tested in S. cerevisiae
WT yeast gro inh mutant strain: also measured in WT yeast gro inh; calls as there; inhibition, %; mitochondrial fusion phenotypic screen, mutant strain inhibition
Lipid droplet cells 6.5 µM: also measured in Lipid droplet; calls as there; cell count; measured here: cell count, cytotoxicity flag;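 cells counted across two imaged fields per well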
Myeloid diff MLP GFP+ MAC1+ %: further read-out of Myeloid diff MLP, marked with its call; GFP+ MAC1+ double positive, %; measured here: differentiation confirmed by MAC1 staining
Starred values were filed as active, the others as inactive; i = inactive; ? = inconclusive; / = not tested or not shown; + = active, no number; [ ] = dose if it differs, or a comment. Rule as the data show it, unless noted: active = inhibition above about 50%; inactive = the rest.

SMILES	M1AAP inhibition	K1F lysis inhibition	PMI inhibitors	ER stress rescue	TNAP activation fold	Myeloid diff MLP	Myeloid diff MLP GFP+ MAC1+ %	Lipid droplet	Lipid droplet cells 6.5 µM	human PMI inhibitors	WT yeast gro inh	WT yeast gro inh mutant strain
CC(C)(C)OC(=O)NC(=NCCCc1cn(CC(=O)N2CCN(C(=O)OC(C)(C)C)CC2)nn1)NC(=O)OC(C)(C)C	9%	-1.0%	4%	3.7%	1	i	1.0	13	702	-3%	-1	10
Cc1ccc(C(=O)OCC(=O)NC(C)C)cc1S(=O)(=O)N1CCOCC1	-4%	2.7%	-15%	0.2%	1.1	i	0.6	-3	751	-12%	-12	-7
Nc1ccc(C23CC4CC(CC(CO)(C4)C2)C3)cc1	1%	3.2%	20%	-2.4%	1.1	i	0.8	/	/	17%	-25	25
COCCCn1c(=O)/c(=C\c2ccc(OC(F)F)c(OC)c2)s/c1=C(/C#N)C(=O)NCCOC	1%	-1.2%[50 µM]	/	/	/	i	1.5	-3	718	/	/	/
C(=N\N1CCN(C2c3ccccc3-c3ccccc32)CC1)/c1ccncc1	5%	0.5%	14%	-0.7%	1.1	i	0.5	4	634	13%	68*	61*
C/C(=N\NC(=O)c1ccc(-c2ccccc2)cc1)C1C(=O)c2ccccc2C1=O	-1%	0.3%	-18%	4.0%	1.1	i	0.4	-31	639	-16%	9	6
COc1ccc(NC(=O)NCc2ccccn2)cc1OC	7%	0.7%	2%	-1.0%	1.1	i	1.3	-2	741	11%	-3	4
CCCC(=O)Nc1cccc(-c2nc3cc(C)c(C)cc3o2)c1	1%	0.0%	5%	0.6%	1.2	i	0.2	/	/	8%	3	-2
Cn1c2ccc(Cl)cc2c2nc3ccccc3nc21	11%	0.1%	-10%	2.1%	1.2	i	2.8	/	/	7%	23	9
CSc1nnc(C)c(=O)n1COC(=O)COc1ccc(Cl)cc1	7%	5.4%	-7%	1.2%	1.1	i	0.2	-10	709	-5%	0	-10
O=c1cc(-c2ccc(O)cc2)oc2c(C3OCC(O)C(O)C3O)c(O)c(C3OC(CO)C(O)C(O)C3O)c(O)c12 (stereo unspecified)	5%	2.7%	/	/	/	i	2.3	8	707	/	/	/
O=c1c2[nH]c3ccccc3c2ncn1CCCn1ccnc1	11%	-0.5%	-3%	5.7%	1.1	i	0.6	10	680	-8%	-7	-11
Cc1csc2nc(CSc3nc4ccccc4o3)cn12	5%	?	1%	-0.3%	1	i	1.0	/	/	-14%	18	14
COc1cc(O)c(C(CCN2CCCC2)c2cc(OC)c(OC)c(OC)c2)c(OC)c1 (stereo unspecified)	8%	1.7%	/	/	/	i	0.5	29	683	/	/	/
O=C(N=Nc1c(O)[nH]c2ccccc12)c1cc(NS(=O)(=O)c2cccs2)cc(NS(=O)(=O)c2cccs2)c1	13%	0.1%	-5%	0.0%	0.8	i	1.0	-25	683	-1%	-2	8
CN(C)S(=O)(=O)c1ccc2nnn(O)c2c1	6%	-0.1%	-16%	-0.3%	1	i	0.3	4	685	-6%	20	15
Cc1ccc(O)c(NC(=O)C2CC(c3c(F)cccc3Cl)=NO2)c1 (stereo unspecified)	12%	0.2%	12%	-5.7%	1.1	i	2.0	-8	773	12%	7	22
O=C(Nc1cccc2c1CCCC2)c1cc([N+](=O)[O-])ccc1Cl	0%	1.2%	0%	0.3%	1	i	1.5	/	/	-4%	-16	-8
CC(C)CCn1c(=O)c2ccccc2n2c(CN3C(=O)NC4(CCC(C)CC4)C3=O)nnc12 (stereo unspecified)	0%	2.6%	2%	0.6%	1	i	1.4	/	/	3%	16	-11
CC(=O)Nc1c(NC(=O)CC#N)[nH]c2c(c1=O)c(=O)n(C)c(=O)n2C	2%	0.0%	7%	-1.3%	1	i	0.5	23	705	15%	-3	5
COc1cccc(-c2cc(C(=O)N3CCCCCC3)no2)c1	0%	2.9%	17%	/	1	i	1.7	-4	511	6%	12	3
CCCn1c(Cc2ccccc2)n[nH]c1=S	-2%	0.4%	3%	4.2%	0.8	i	1.0	-2	770	-8%	-3	4
COc1cc(C(=O)N(c2ccc(C)c(C)c2)C2C=CS(=O)(=O)C2)cc(OC)c1OC (stereo unspecified)	4%	0.1%	-4%	-1.2%	1.1	i	0.1	9	693	2%	-2	4
Oc1ccccc1-c1cc(C(F)(F)F)nc(-c2ccccc2)n1	1%	-0.3%	-15%	-0.3%	1	i	0.1	1	632	-13%	0	14
Cc1cc(C)c(C)c(OCCCCn2cnc3ccccc3c2=O)c1	4%	7.6%	8%	1.4%	1.1	i	0.7	/	/	6%	14	21
N#C/C(=C/c1ccc(CNS(=O)(=O)c2ccccc2)o1)C(N)=O	11%	4.3%	6%	-1.2%	1.1	i	1.3	7	673	1%	-1	-5
Cc1ccc(/C=N/Nc2cn[nH]c(=O)n2)o1	14%	0.3%	0%	-0.9%	1.9	i	0.2	15	732	9%	6	6
CSc1cccc(NC(=O)CN(c2ccc(C)cc2C)S(C)(=O)=O)c1	5%	-0.9%	3%	1.7%	1.1	i	1.7	/	/	0%	18	3
Cc1nn2c(COc3ccc(NC(=O)c4ccccc4Cl)cc3)nnc2c2ccccc12	6%	9.8%	1%	-5.8%	1.4	+	1.1*	1	638	-3%	9	4
CC(C)N1CCN(Cc2ccc3c(c2)Cc2ccccc2-3)CC1CCO (stereo unspecified)	3%	0.7%	/	-1.2%	1.1	i	0.2	-4	641	/	10	4
Cc1ccc(C(=O)NCCc2nnc3ccc(SCC(=O)Nc4ccccc4C)nn23)cc1	-1%	1.9%[50 µM]	15%	-0.9%	1.1	i	3.8	7	623	7%	19	-5
O=S(=O)(/N=C(/c1ccc(F)cc1)N1CCCCC1)c1ccc(Cl)cc1	1%	2.3%[50 µM]	1%	3.5%	1	i	0.5	-27	681	-10%	-3	7
CCCn1c(SCC(=O)NCc2ccco2)nnc1C(C)C	0%	3.6%	6%	-1.7%	1	i	0.7	/	/	8%	-3	0
COc1cc(NC(=S)NCc2ccco2)cc(OC)c1	-1%	0.7%	13%	-1.6%	1	i	0.5	-12	658	11%	5	1
COc1ccccc1NC(=O)CC1C(=O)NCCN1C(=O)Nc1ccc(Cl)c(Cl)c1 (stereo unspecified)	0%	-1.2%	9%	7.9%	1.1	i	1.7	-7	695	1%	0	-16
O=C(NNC1=Nc2cccc3cccc1c23)c1ccc(Br)cc1	1%	/	-8%	0.6%	1.5	+	0.7*	13	719	7%	57	56
COc1ccc(C)cc1NC(=O)COC(=O)C1CCN(C(=O)c2ccc(Cl)cc2)CC1	3%	0.3%	11%	-1.8%	1.1	i	0.3	0	669	1%	13	21
Cc1cc(C)c(NC(=O)C2CC(=O)N(c3ccc4c(c3)OCCO4)C2)c(C)c1 (stereo unspecified)	-10%	0.9%	-9%	0.2%	1.2	i	0.8	16	787	-11%	4	3
COc1cc(OC)cc(C(=O)NCC(=O)N2CCCCC2)c1	8%	0.8%	0%	0.9%	1.1	i	0.9	/	/	-3%	-7	-2
CC(O)CNCc1cccc2ccccc12 (stereo unspecified)	-6%	3.9%	-4%	-1.5%	1.1	i	1.4	8	769	0%	18	10
O=C(c1ccc(F)cc1)N(C(=O)c1ccc(F)cc1)c1ncccn1	10%	-0.2%	0%	/	1	i	0.1	2	711	-6%	-2	9
COc1ccc2c(c1)c1ncn(Cc3ccco3)c(=O)c1n2C	14%	0.0%	10%	16%	1.1	i	0.4	/	/	1%	-2	15
Brc1ccc(/C=N/c2nc3ccccc3n2CCN2CCOCC2)cc1	3%	2.6%	-2%	1.9%	1	i	0.7	0	643	9%	-14	-10
O=C(Nc1ccc(Cl)cc1)Nc1nnc(CSc2ccc(Cl)cc2)s1	-3%	0.2%	7%	0.1%	1.1	i	0.1	10	640	-3%	1	-7

Grouped by structure: the compounds so far with a cyano group (3)
SMILES	M1AAP inhibition	K1F lysis inhibition	PMI inhibitors	ER stress rescue	TNAP activation fold	Myeloid diff MLP	Myeloid diff MLP GFP+ MAC1+ %	Lipid droplet	Lipid droplet cells 6.5 µM	human PMI inhibitors	WT yeast gro inh	WT yeast gro inh mutant strain
COCCCn1c(=O)/c(=C\c2ccc(OC(F)F)c(OC)c2)s/c1=C(/C#N)C(=O)NCCOC	1%	-1.2%[50 µM]	/	/	/	i	1.5	-3	718	/	/	/
CC(=O)Nc1c(NC(=O)CC#N)[nH]c2c(c1=O)c(=O)n(C)c(=O)n2C	2%	0.0%	7%	-1.3%	1	i	0.5	23	705	15%	-3	5
N#C/C(=C/c1ccc(CNS(=O)(=O)c2ccccc2)o1)C(N)=O	11%	4.3%	6%	-1.2%	1.1	i	1.3	7	673	1%	-1	-5

Quoted at random: three records from the list, in no set order.
SMILES	M1AAP inhibition	K1F lysis inhibition	PMI inhibitors	ER stress rescue	TNAP activation fold	Myeloid diff MLP	Myeloid diff MLP GFP+ MAC1+ %	Lipid droplet	Lipid droplet cells 6.5 µM	human PMI inhibitors	WT yeast gro inh	WT yeast gro inh mutant strain
COc1cc(OC)cc(C(=O)NCC(=O)N2CCCCC2)c1	8%	0.8%	0%	0.9%	1.1	i	0.9	/	/	-3%	-7	-2
COCCCn1c(=O)/c(=C\c2ccc(OC(F)F)c(OC)c2)s/c1=C(/C#N)C(=O)NCCOC	1%	-1.2%[50 µM]	/	/	/	i	1.5	-3	718	/	/	/
CCCC(=O)Nc1cccc(-c2nc3cc(C)c(C)cc3o2)c1	1%	0.0%	5%	0.6%	1.2	i	0.2	/	/	8%	3	-2

Screening data deposited in PubChem BioAssay by several laboratories.
